Screening data: PubChem BioAssay, National Center for Advancing Translational Sciences (NCATS)
Pf Dd2 growth = inhibitors of Plasmodium falciparum Dd2 growth; Potency, µM (doses to about 28.9 µM), for the others: at the top dose activity, negative = inhibition, hits mostly inhibitors; P. falciparum Dd2 growth, SYBR Green, 72 h; AID 1347417; 4.3% of 120,000 active; active = well fitted inhibition curve with a large enough effect; inconclusive = small, poorly fitted or top-dose-only effect; inactive = no such curve, though single readings can be large or run the other way;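 note: plate controls were DMSO vehicle for no effect and reference drug for full effect; nearly all actives have a fitted effect of over 65% in size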
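Readout: SYBR Green fluorescence, 485 nm excitation, 535 nm emission, after ~16 h lysis at 37C. Before that, Dd2-infected red cells (2.5% hematocrit) grew 72 h with compound, 29 uM top final concentration.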
* hit, by the source's call; i = inactive; ? = inconclusive; [ ] = remark or other dose. Potency is the fitted concentration of half-maximal effect. Only part of the results is shown; the hit share may differ from the screen's.

SMILES | Pf Dd2 growth
CC1(COc2ccccc2)COc2ccc(C(=O)NCc3cccnc3)cc2N1 (stereo not given) | -20%[44.1 µM]
Cc1noc(C)c1CC(=O)NCC12CCC=C1NC(=O)CC2 (stereo not given) | 12%
CC(CCc1ccccc1)NC(=O)C1CCN(c2cc(C(F)(F)F)ncn2)CC1 (stereo not given) | -22%
CC(C)CCCC1CN(C(=O)c2cn(CCCN)nn2)CCO1 (stereo not given) | -23%
COc1ccc(NC(=O)Cn2c(=O)n(-c3cccc(C)c3)c(=O)c3c2cc(C)n3C)c(OC)c1 | -29%
NC(=O)[C@@H]1CN(C(=O)Cc2ccc(F)cc2)C[C@H]1COc1ccccc1 | -1%
COc1ccc(CN2C(=O)CO[C@H](c3ccc(NC(=O)c4ccccc4OC)cc3)[C@H]2CO)cc1 | ?
Cn1c(=O)n([C@H]2CCCN(S(=O)(=O)Cc3ccccc3)C2)c2ncccc21 | -21%
CC(C)c1noc(C2CCCN(C(=O)NC(C)(C)C)CCC(=O)NCC2)n1 (stereo not given) | -26%
CN1c2cccnc2CN(C(=O)Nc2ccc(Cl)cc2)CC[C@H]1CO | -21%[44.1 µM]
CCCn1cnnc1-c1nc2c([nH]1)CC(c1ccccc1OC)CNC2=O (stereo not given) | -10%
CCCN(CCC)CCNC(=O)c1cc2c(-c3ccc(Cl)cc3)nn(C)c2s1 | ?

Reprinted from the part before: 6 entries; new compounds follow.
SMILES | Pf Dd2 growth
COc1ccc(CN2C(=O)CO[C@H](c3ccc(NC(=O)c4ccccc4OC)cc3)[C@H]2CO)cc1 | ?
Cn1c(=O)n([C@H]2CCCN(S(=O)(=O)Cc3ccccc3)C2)c2ncccc21 | -21%
CC(C)c1noc(C2CCCN(C(=O)NC(C)(C)C)CCC(=O)NCC2)n1 (stereo not given) | -26%
CN1c2cccnc2CN(C(=O)Nc2ccc(Cl)cc2)CC[C@H]1CO | -21%[44.1 µM]
CCCn1cnnc1-c1nc2c([nH]1)CC(c1ccccc1OC)CNC2=O (stereo not given) | -10%
CCCN(CCC)CCNC(=O)c1cc2c(-c3ccc(Cl)cc3)nn(C)c2s1 | ?
CC(=O)c1ccc(NC(=O)c2ccc3c(c2)nnn3C2CCCC2)cc1 | -4%
C[S+](=O)([O-])c1ccc(CC(=O)N2CC(COc3ccccc3)C3(C2)CN(c2ccccc2)C3)cc1 (stereo not given) | ?
CCCN(C(=O)Cn1nc(Cc2cccnc2)c2ccccc2c1=O)c1ccc(C(C)C)cc1 | -8%
CCOc1ccc(C2c3c(-c4ccccc4O)n[nH]c3C(=O)N2Cc2cccnc2)cc1OC (stereo not given) | i
Cn1nc(-c2nncn2-c2ccccc2)c2c1CCN(C(=O)c1ccncc1)C2 | -2%
CCC1CCCCN1C(=O)CSc1nc(-c2ccc(OC)c(OC)c2)cc(C(F)(F)F)n1 (stereo not given) | i
C=CCNC(=O)[C@@H]1CCCN1C1(C(=O)NC)CCOCC1 | 1%[44.1 µM]
Cc1ccccc1OCC(=O)N1C[C@@H](CN2CCCCC2)[C@@H](CO)C1 | i
O=C(O)c1cc(Br)cc(S(=O)(=O)NC2CCCCC2)c1 | -3%
CNc1c(NC(=O)c2ccc(OC)c(OC)c2)c(=O)oc2ccccc12 | 3%
CC(C)CNC(=O)C1COC2(CCN(C(=O)c3ccccc3F)CC2)N1C(=O)c1cccc(F)c1 (stereo not given) | -1%
Cc1nc(C2(C)CCN(C(=O)Cc3c(C)noc3C)CC2)no1 | 35%[activator]
COc1ccc(Nc2cc3c(cn2)NCCN(Cc2ccccc2)C3)cc1 | ?
COc1ccc(OC)c(-c2nnc3n(CCc4ccccc4)c(=O)c4ccccc4n23)c1 | 95%[activator]
Cc1cc2nc(-c3cccc(NC(=O)C(C)C)c3C)oc2cc1C | i
CN(C)C(=O)c1c[nH]c2cccnc12 | 14%[44.1 µM]
CC1(C)[C@H]2CC[C@@H](CNC(=O)c3cccnc3)[C@@H]1C2 | -6%[44.1 µM]
Cc1c(CN(C)C(=O)CC2C(=O)NCCN2CC(C)(C)C)[nH]c2ccccc12 (stereo not given) | -3%
CCCS(=O)(=O)N1CCC2(CCCCO2)CC1 | 8%
Cc1ccc(CC(=O)NC2CCN(c3nnc4cccc(C)n34)CC2)cc1 | i
COCCNC(=O)CCc1c(C)nn(-c2ccc(OC)cc2)c1Oc1ccccc1F | ?
CN(Cc1ccccc1)Cc1ccc(-c2ccccc2)cc1 | ?
CN1[C@@H](CCC(=O)NCc2cccnc2)CNC(=O)[C@@H]2[C@H]1CCN2Cc1ccc(F)cc1 | i
Cn1ccc(NC(=O)c2cc(-c3ccccc3F)cc3c2OCCN3Cc2cccnc2)n1 | i

Part of the list above, reformatted.
smiles	Pf Dd2 growth
CC1(C)[C@H]2CC[C@@H](CNC(=O)c3cccnc3)[C@@H]1C2	-6%[44.1 µM]
Cc1c(CN(C)C(=O)CC2C(=O)NCCN2CC(C)(C)C)[nH]c2ccccc12 (stereo not given)	-3%
CCCS(=O)(=O)N1CCC2(CCCCO2)CC1	8%
Cc1ccc(CC(=O)NC2CCN(c3nnc4cccc(C)n34)CC2)cc1	i
COCCNC(=O)CCc1c(C)nn(-c2ccc(OC)cc2)c1Oc1ccccc1F	?
CN(Cc1ccccc1)Cc1ccc(-c2ccccc2)cc1	?

(list continues)
SMILES | Pf Dd2 growth
Cc1ccc(C)c(N2CCN(Cc3csc(C)c3C)CC2)c1 | i
COc1ccc(-c2ccc3c(n2)CN(CCOc2ccccc2)C(=O)CO3)cc1F | -24%[44.1 µM]
COc1ccccc1C(=O)N1CCCn2nc(C)c(-c3ccnn3C(C)C)c21 | -7%[44.1 µM]
O[C@@H]1C[C@@H](c2nnc3n2CCN(Cc2ccc(F)c(F)c2)C3)N(Cc2cccnc2)C1 | -1%
C=CCCC(=O)N1CCOc2c(O)cc(-c3nc4ccccc4s3)cc2C1 | 11µM*
Cc1ccn(CCCNc2cc(C(C)C)ncn2)n1 | -1%
COc1ccc(N2CCN(C(=O)CN3C(=O)C(c4ccccc4)=NC3(C)C)CC2)cc1 | ?
Cc1cc2ncc(C(=O)NC3CCCCC3)cn2n1 | ?
COc1ccccc1-c1ccnc(N[C@H]2CO[C@H]3[C@@H]2OC[C@@H]3NS(=O)(=O)c2cccs2)n1 | -16%
O=c1c2ccccc2n(Cc2ccccc2F)c(=O)n1-c1cccc(F)c1 | -9%
CC(C)C1=NOC2(CCN(Cc3cccc(C(F)(F)F)c3)CC2)C1 | -24%[44.1 µM]
Cc1ccn2c(C(=O)NCc3cccnc3N3CCN(C)CC3)c(C)nc2c1 | -10%
COc1ccc(C2=NC(c3ccncc3)=Nc3ccc(OC)cc3N2)cc1 | -10%
CCn1cc(CN(C)C(=O)CCC[C@H]2NC[C@@H]3C[C@H]2CN(Cc2ccccc2)C3)c(C)n1 | -24%
COc1cc(C(=O)N2CCCN(c3cc(-c4ccc(C)c(C)c4)[nH]n3)CC2)cc(OC)c1OC | -7%
CN(CC1CCOCC1)C(=O)c1c(F)cccc1Cl | 24%
O=C1NC2(CN(C(=O)c3ccccc3)C2)Oc2ccccc21 | ?
CN1c2cc(C(=O)Nc3ccc(Oc4ccccc4)cc3)ccc2C(=O)N2CCCCCC21 (stereo not given) | -10%
Cc1ccc(C#N)c(N2CCCC(c3n[nH]c(=O)n3-c3ccccc3)C2)n1 (stereo not given) | -13%
COCCn1cc2c3c(cccc31)CN(C(=O)Cc1ccccc1C)CC2 | -19%
O=C(NCc1ccccc1F)N1C[C@@H](CN2CCCCC2)[C@@H](CO)C1 | -2%
Cc1ccc2nc(-c3ccccn3)c(Nc3ccc(F)cc3)n2c1 | 4µM*
CCn1cc(S(=O)(=O)N2CCC(Cc3nncn3C)C2)cn1 (stereo not given) | 15%
CC[C@H]1CN(S(=O)(=O)c2ccc(OC)cc2)CC[C@H]1CC(=O)Nc1ccccc1 | i
Cc1ccc(-c2nnc(Nc3ccccc3O)c3ccccc23)cc1 | -24%
CCCN(C(=O)c1cc2c(Cl)nc3ccccc3c2s1)c1cccc(C)c1 | ?
CN1C(=O)C(c2ccccc2)CC12CCN(C(=O)C1CCCC1)CC2 (stereo not given) | -2%
O=C1NCCCCCCN(Cc2ccncc2)[C@@H]2CN(S(=O)(=O)Cc3cccc(F)c3)CC[C@H]12 | 8.9µM*
O=C(CC[C@H]1NC(=O)c2ccccc2NC1=O)Nc1n[nH]c(Cc2ccc(F)cc2)n1 | 5%
O=C1CCC(C(=O)N2CCc3nc(-c4cccc(F)c4)[nH]c3C2)NC(=O)N1 (stereo not given) | -10%
O=C1N(CC2CC2)CCCC1(O)CNCc1cc(F)cc(F)c1 (stereo not given) | ?
Cc1ccc(OCC(=O)OCc2cc(=O)n3nc(C4CCCCC4)sc3n2)cc1C | 12%
CCCc1ccc(C(=O)N2C[C@@H](CN(C)C)[C@@H](CO)C2)cc1 | -12%
CC1CCN(CCCNC(=O)c2cn(C)c3ccc(S(=O)(=O)N(C)C4CCCCC4)cc3c2=O)CC1 | 16%
Cc1cccc(NC(=O)C2CCCN2S(=O)(=O)c2cccc3nsnc23)c1C (stereo not given) | ?
C=Cc1ccc(CN2C(=O)N(c3cccc(Cl)c3)S(=O)(=O)c3ccccc32)cc1 | ?
NCCn1cc(C(=O)N2CCCC(c3[nH]ncc3Cc3ccccc3)C2)nn1 (stereo not given) | ?
Cc1noc(C)c1CC(=O)N1CCc2ncnc(N3CCCC3)c2CC1 | -12%
CCc1noc(-c2ccn3c(CNC(=O)C(CC)c4ccccc4)nnc3c2)n1 (stereo not given) | ?
Cc1cccc(-c2noc([C@@H]3Cc4nc[nH]c4CN3Cc3ccc(C(=O)O)cc3)n2)c1 | i
O=C(OCc1cc(=O)n2nc(C3CCCCC3)sc2n1)c1ccccc1Cl | 47%[activator]
Cc1ccc(C(=O)N2CCCC3(C2)NC(=O)c2ccccc2O3)cc1 (stereo not given) | 0%
O=C(NCC1Cn2cccc2C(=O)N1Cc1ccccc1)C1CCCC1 (stereo not given) | ?
Cc1ccc(CNC(=O)c2ccc3c(c2)CN(Cc2scnc2C)CCO3)cc1 | i
COc1ccc(CNC(=O)Cc2c(C)c3c(cc(C)c4c(C)coc43)oc2=O)cc1OC | -11%
CCCCNC(=O)C1c2ccccc2C(=O)N(Cc2ccccc2)C12CCCC2 (stereo not given) | -6%
Cn1cc(CN2CCCC23CCN(c2ccc(C(F)(F)F)cn2)CC3)cc1C#N | 5µM*
CC(=O)c1ccc(NC(=O)C2CCN(S(=O)(=O)c3ccc4c(c3)CCCN4C(=O)C3CCC3)CC2)cc1 | ?
COC(=O)c1ccc2nc(CO[C@H]3CN(Cc4cn(C)c5ccccc45)C[C@H]3F)[nH]c2c1 | ?
CC(C)NC(=O)c1cc(-c2ccc(S(C)(=O)=O)cc2)c2cnn(C)c2n1 | 3.2µM*
Cc1ccc(S(=O)(=O)c2nc(-c3ccco3)oc2SCc2ccccc2Cl)cc1 | ?
Cc1ccc(S(=O)(=O)N2CCC(n3c(C)nc4cccnc43)CC2)c(C)c1 | 25%
O=C(CN1C(=O)COc2ccc(S(=O)(=O)N3CCCCCC3)cc21)N1CCN(c2cccc(C(F)(F)F)c2)CC1 | ?
CN(C)C(=O)N1CCc2nc(C3CC3)nc(-c3ccc(Cl)cc3)c2C1 | i
CCOc1ccc(C(=O)N2CCC3(CC2)NC(=O)N(Cc2ccc(F)cc2)C3=O)cc1 | i
N#Cc1ccc(CN2CCC3(CC2)CN[S+](=O)([O-])c2ccccc2N3)cc1 | ?
O=C(NCC1(COc2ccc(C(F)(F)F)cn2)C[C@@H](O)[C@@H](O)C1)C1CC1 (stereo not given in full) | 10%[44.1 µM]
COC(=O)c1ccc2c(c1)nc1n2[C@@H](CNCc2ccc(S(C)(=O)=O)cc2)COC1 | -20%[44.1 µM]
Cc1ccc(NC(=O)c2nc(S(C)(=O)=O)ncc2N(Cc2ccccc2)Cc2ccco2)c(C)c1 | ?
O=C(CCn1ccn2nc3c(c2c1=O)CCCC3)Nc1ccccc1Br | ?

Four structures already listed, sorted by count of non-hydrogen atoms, ascending.
SMILES | Pf Dd2 growth
CN(C)C(=O)N1CCc2nc(C3CC3)nc(-c3ccc(Cl)cc3)c2C1 | i
Cc1ccc(S(=O)(=O)N2CCC(n3c(C)nc4cccnc43)CC2)c(C)c1 | 25%
CCOc1ccc(C(=O)N2CCC3(CC2)NC(=O)N(Cc2ccc(F)cc2)C3=O)cc1 | i
O=C(CN1C(=O)COc2ccc(S(=O)(=O)N3CCCCCC3)cc21)N1CCN(c2cccc(C(F)(F)F)c2)CC1 | ?

(listing goes on)
SMILES | Pf Dd2 growth
Cc1cc(C(=O)N2CCCC(Cc3nc(C4CCOCC4)no3)C2)nn1C (stereo not given) | 12%
COc1cc2c(cc1C(=O)N1CCC3(CC1)c1nc[nH]c1CCN3C)CCC2 | -9%
O=C1CCCN1CCCN1C(=O)[C@H]2CN(Cc3ccccc3C(F)(F)F)C[C@H]2C1=O | ?
CCCCCC(=O)N1c2ccccc2C(C)(c2ccccc2)CC1(C)C (stereo not given) | ?
COc1ccc2c(CNCc3ccco3)c(C(=O)O)n(Cc3cccc(F)c3)c2c1 | i
CC(C)CCNC(=O)c1c[nH]c2ccc(S(=O)(=O)Nc3cccc(C(F)(F)F)c3)cc2c1=O | -10%
CCN1CCN(CCNC(=O)CCC[C@H]2NC[C@@H]3C[C@H]2CN(Cc2ccccc2)C3)CC1 | -23%
CCOc1ccc(CCN2C(=O)C3(CCOCC3)CC2c2nnnn2CCOC)cc1 (stereo not given) | -22%
COc1cccc(CN2CCOC3CCN(Cc4ccc(F)cc4F)CC3C2=O)c1 (stereo not given) | ?
COc1ccc(C(=O)Nc2ccc([C@@H](O)[C@H]3COCC(=O)N3Cc3ccccc3F)cc2)cc1 | i
COc1ccc(C(=O)N2C[C@@H]3CCCN4CCC[C@@H]([C@H]34)[C@H]2CCCC(=O)NCc2ccccc2)cc1 | ?
O=C(N[C@@H]1CCC[C@@H]1C(=O)NCCc1cccs1)c1ccncc1 | ?
